D1 PAM: human D1 dopamine receptor positive modulation | potentiation, % at 10 µM | 360,000 compounds, 0.036% hits | HEK293 TREx D1 cells, calcium flux, dopamine EC20 potentiation | P21728; in the data active means potentiation above about 30%; further: 0% is about no effect
D2 PAM: D2 dopamine receptor (human) potentiation. P14416. HEK293 T-REx D2, calcium flux, EC20 dopamine potentiation. potentiation, % at 10 µM. 340,000 compounds, 0.34% hits. AID 485347;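 active means potentiation over 3 SD above the plate norm, cut at about 30% in these data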; further: 0% is about no effect
Target sequence (P14416 whole entry, looked up): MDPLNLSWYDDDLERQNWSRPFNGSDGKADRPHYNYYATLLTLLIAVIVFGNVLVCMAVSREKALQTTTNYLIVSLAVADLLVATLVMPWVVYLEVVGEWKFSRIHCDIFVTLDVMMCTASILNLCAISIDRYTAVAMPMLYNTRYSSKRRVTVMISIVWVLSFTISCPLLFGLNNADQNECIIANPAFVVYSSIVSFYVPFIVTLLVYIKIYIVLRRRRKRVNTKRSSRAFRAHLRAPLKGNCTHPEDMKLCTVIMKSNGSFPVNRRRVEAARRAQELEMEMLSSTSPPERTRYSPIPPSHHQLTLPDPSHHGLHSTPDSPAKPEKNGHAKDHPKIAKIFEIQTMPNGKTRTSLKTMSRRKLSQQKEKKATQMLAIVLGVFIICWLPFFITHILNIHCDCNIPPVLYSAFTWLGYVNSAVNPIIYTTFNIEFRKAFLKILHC
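Tetracycline-induced Hek293 Trex D2 cells, force-coupled to calcium, loaded with no-wash calcium dye. Compound added with 180 s kinetic read for agonism, then EC20 dopamine and a further 180 s read for potentiation.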
TRHR PAM: allosterically enhances the human TRH receptor | P34981 | TRHR cells, fluo-8 calcium fluorescence, EC20 TRH enhancement | enhancement, % at 2 µM | 360,000 compounds, 0.66% hits | AID 493056; in the data active means enhancement above about 30%; further: 0% is about no effect
Target sequence (P34981 whole entry, looked up): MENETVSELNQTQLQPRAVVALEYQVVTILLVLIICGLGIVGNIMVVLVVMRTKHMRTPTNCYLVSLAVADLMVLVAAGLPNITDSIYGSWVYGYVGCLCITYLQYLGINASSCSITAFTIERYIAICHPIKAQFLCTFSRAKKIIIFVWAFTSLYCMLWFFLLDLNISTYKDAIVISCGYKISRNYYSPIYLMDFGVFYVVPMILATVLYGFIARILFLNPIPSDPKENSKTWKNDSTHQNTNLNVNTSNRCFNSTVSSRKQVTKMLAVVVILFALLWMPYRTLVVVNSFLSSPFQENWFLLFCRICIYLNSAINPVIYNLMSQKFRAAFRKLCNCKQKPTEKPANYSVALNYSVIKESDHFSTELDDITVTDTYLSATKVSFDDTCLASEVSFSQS
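Enhancer read-out: after compound pinning and an initial kinetic agonist-mode read, an EC20 of TRH (10 nM final) was injected and fluo-8 calcium signal (Ex 480/Em 530) followed at 1 s/cycle for 100 cycles in TRHR-expressing cells.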
RXFP1 ag: activates the human relaxin receptor RXFP1. 370,000 compounds, 0.3% hits. Potency, µM (highest dose often 57.5 µM), inactives show top-dose activation, most hits filed as activators. Q9HBX9. HEK293T-RXFP1 cAMP TR-FRET, 30 min; response scale: percent of porcine relaxin response, buffer zero. AID 2676; active means well fitted activation curve with a large enough effect; further: potency means the concentration at half of the fitted maximal effect; on the % scale 0 is the no-effect control and ±100 the full control effect; nearly all actives have a fitted effect of over 60% in size; many of its hits are not listed in these tables
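HEK293 cells stably expressing RXFP1, treated 30 min at 37C with compounds plus PDE4 inhibitor Ro 20174; cAMP measured by HTRF TR-FRET. Normalized to buffer and 29 nM porcine relaxin; EC50 by Hill fit.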
D1 antag: antagonists of human D1 dopamine receptor; 360,000 compounds, 3.2% hits; HEK293 TREx D1 cells, calcium flux, dopamine EC80; hits give low values; activity change, negative = inhibition, % at 10 µM; P21728; in the data active means activity change below about -30%; further: on the % scale 0 is the no-effect control and ±100 the full control effect
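Allosteric or orthosteric antagonism assessed as attenuation of the calcium response to EC80 dopamine, added 180 s after compound, in induced HEK293 Trex D1 cells loaded with no-wash calcium dye.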
D2 ag: agonists of human D2 dopamine receptor. activation, % at 2 µM. HEK293 T-REx D2 cells, calcium flux agonist mode. 340,000 compounds, 0.53% hits. AID 485358. P14416;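 active means activation over 3 SD above normal in the single-dose calcium agonist read, cut at about 30% in these data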; further: 0% is about no effect
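Agonism is scored from calcium flux in a force-coupled, inducible HEK293 cell line expressing D2, read kinetically for 180 s after compound addition against dopamine controls.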
D2 antagonist: D2 dopamine receptor (human) antagonism | AID 485344 | inhibition, % at 10 µM | 340,000 compounds, 2% hits | HEK293 TREx D2 cells, calcium flux, dopamine EC80; in the data active means inhibition above about 30%; further: 0% is about no effect
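Calcium flux kinetic readout in an inducible HEK293 TREx D2 line plated overnight at 30 C. After 180 s compound exposure, an EC80 dopamine challenge follows with another 180 s kinetic read to detect antagonism.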
RXFP1 antagonist: RXFP1 (human) relaxin receptor antagonism; Q9HBX9; HEK293-RXFP1, relaxin-stimulated cAMP HTRF, 30 min; hits give low values; activity change, negative = inhibition, % at 57.5 µM; 350,000 compounds, 0.59% hits; AID 1259400;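 active means activity change of -60% or lower, but not beyond a set lower limit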; further: on the % scale 0 is the no-effect control and ±100 the full control effect
D1 agonist: agonists of human D1 dopamine receptor; AID 504660; activation, % at 2 µM; 360,000 compounds, 1% hits; HEK293 T-REx D1 cells, calcium flux, agonist mode; in the data active means activation above about 30%; further: 0% is about no effect
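Inducible HEK293 T-REx D1 cells, force-coupled to calcium signalling, were plated at 4000 cells/well with tetracycline and held overnight at 30 C. After no-wash calcium dye loading, compound-evoked calcium rise over 180 s flagged agonists.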
An asterisk follows results filed as active. Some of the compounds tested. The share of hits here may be higher or lower than overall.

What do the screens show for `COc1ccc(C(=O)OCC2CC(c3ccccc3)N(C)O2)cc1` (configuration not stated)?
D1 PAM: -9.8; D2 PAM: 0.4; TRHR PAM: 3.4; RXFP1 ag: 2.5%; D1 antag: -18.9; D2 ag: 1.4; D2 antagonist: -2.3; RXFP1 antagonist: 10.9; D1 agonist: 6.9

How did CN(CC1CCCN(CCc2ccc(F)cc2)C1)C(=O)CCC(N)=O (configuration not stated) do in these assays?
D1 PAM: -8.3; D2 PAM: 11.0; TRHR PAM: -2.5; RXFP1 ag: 0.0%; D1 antag: 26.8; D2 ag: 0.8; D2 antagonist: 1.1; RXFP1 antagonist: 0.8; D1 agonist: 3.7

Results for CC1CC(C)CN(C(=O)c2ccc3ccccc3c2)C1 (configuration not stated) ?
D1 PAM: -2.2; D2 PAM: -3.1; TRHR PAM: 1.6; RXFP1 ag: 0.4%; D1 antag: 0.2; D2 ag: -0.6; D2 antagonist: 8.4; RXFP1 antagonist: -0.1; D1 agonist: 1.0

What do the screens show for `CC(=O)Nc1ccc(S(=O)(=O)NC(CC(=O)O)c2ccc(OC(C)C)cc2)cc1` (configuration not stated)?
D1 PAM: -4.9; D2 PAM: 14.8; TRHR PAM: 14.1; RXFP1 ag: 1.0%; D1 antag: 8.5; D2 ag: -0.4; D2 antagonist: 2.0; RXFP1 antagonist: 3.9; D1 agonist: 3.5

How did COc1cc(CNc2ccc(N3CCOCC3)c(C(=O)O)c2)ccc1OCC(N)=O do in these assays?
D1 PAM: -0.1; D2 PAM: -17.5; TRHR PAM: 0.4; RXFP1 ag: 0.4%; D1 antag: -0.8; D2 ag: 1.4; D2 antagonist: -10.2; RXFP1 antagonist: 15.6; D1 agonist: 3.2

Results for CCOC(=O)c1nc(N)c(=O)n(-c2ccc(C)cc2)n1 ?
D1 PAM: -2.6; D2 PAM: 2.9; TRHR PAM: 9.8; RXFP1 ag: 2.3%; D1 antag: -3.0; D2 ag: -0.8; D2 antagonist: 6.3; RXFP1 antagonist: -6.6; D1 agonist: -1.5

How did Brc1ccc(C2=Nn3c(Cn4nnc5ccccc54)nnc3SC2)cc1 do in these assays?
D1 PAM: 1.1; D2 PAM: 3.8; TRHR PAM: -3.5; RXFP1 ag: 6.8%; D1 antag: -20.2; D2 ag: 0.2; D2 antagonist: 12.0; RXFP1 antagonist: 9.5; D1 agonist: 0.5

What do the screens show for `CC1(N2CCCCC2)C(=O)c2ccccc2C1=O`?
D1 PAM: -5.2; D2 PAM: 5.7; TRHR PAM: 9.6; RXFP1 ag: 0.4%; D1 antag: -12.5; D2 ag: -1.7; D2 antagonist: 14.4; RXFP1 antagonist: -12.5; D1 agonist: 4.8

How did O=C(Nc1ccc(S(=O)(=O)N2CCOCC2)cc1)C1CCN(S(=O)(=O)c2ccccc2)CC1 do in these assays?
D1 PAM: 3.2; D2 PAM: 3.8; TRHR PAM: 11.0; RXFP1 ag: 0.8%; D1 antag: 1.4; D2 ag: 0.7; D2 antagonist: -6.1; RXFP1 antagonist: -20.5; D1 agonist: 26.1

How did Cc1noc(C)c1COc1ccccc1C(=O)N1CCN(S(=O)(=O)c2ccccc2F)CC1 do in these assays?
D1 PAM: -1.1; D2 PAM: 5.9; TRHR PAM: 11.5; RXFP1 ag: 0.9%; D1 antag: -14.6; D2 ag: -1.6; D2 antagonist: -7.9; RXFP1 antagonist: -15.0; D1 agonist: -1.2

How did O=[N+]([O-])c1ccc(NC(=S)NCc2ccncc2)cc1 do in these assays?
D1 PAM: -14.6; D2 PAM: 4.0; TRHR PAM: -0.9; RXFP1 ag: 0.8%; D1 antag: -41.3*; D2 ag: 1.7; D2 antagonist: -8.8; RXFP1 antagonist: -6.7; D1 agonist: 32.0*

Results for O=C(Cc1c[nH]c2ccccc12)Nc1ccc(N2CCOCC2)cc1 ?
D1 PAM: -5.2; D2 PAM: 3.4; TRHR PAM: 0.5; RXFP1 ag: 1.0%; D1 antag: 6.7; D2 ag: 2.3; D2 antagonist: 15.4; RXFP1 antagonist: 2.4; D1 agonist: 1.1

How did COc1ccc(N2CCN(S(=O)(=O)CCNC(=O)COc3ccccc3OC)CC2)cc1 do in these assays?
D1 PAM: -3.0; D2 PAM: -5.9; TRHR PAM: -2.1; RXFP1 ag: -2.4%; D1 antag: 2.6; D2 ag: -1.2; D2 antagonist: 7.5; RXFP1 antagonist: -12.3; D1 agonist: 0.2

Results for CCN1C(=O)c2ccccc2Sc2ccc(C(=O)NCCC(C)C)cc21 ?
D1 PAM: -6.0; D2 PAM: -25.5; TRHR PAM: -6.8; RXFP1 ag: 1.3%; D1 antag: 13.7; D2 ag: -0.2; D2 antagonist: 43.8*; RXFP1 antagonist: 4.4; D1 agonist: 2.6

What do the screens show for `N#CC1C=Cc2ccccc2N1C(=O)c1ccccc1` (configuration not stated)?
D1 PAM: 7.3; D2 PAM: -1.8; TRHR PAM: 26.4; RXFP1 ag: 1.2%; D1 antag: -10.4; D2 ag: -0.1; D2 antagonist: -5.4; RXFP1 antagonist: 9.4; D1 agonist: 1.0

Results for CCCCCCCCCCCCCCCCn1cc[n+](CC(C)=O)c1 ?
D1 PAM: -2.1; D2 PAM: -6.8; TRHR PAM: -16.8; RXFP1 ag: 1.4%; D1 antag: -10.4; D2 ag: 1.1; D2 antagonist: -6.0; RXFP1 antagonist: -7.6; D1 agonist: 6.5

How did Cc1c(NC(C)c2cc(Cl)ccc2O)c(=O)n(-c2ccccc2)n1C (configuration not stated) do in these assays?
D1 PAM: 0.8; D2 PAM: 4.2; TRHR PAM: -2.9; RXFP1 ag: 10.3%; D1 antag: -2.5; D2 ag: 0.4; D2 antagonist: 0.8; RXFP1 antagonist: 7.2; D1 agonist: 1.0

How did CC1CCC(C(C)C)C(=O)/C1=C/c1ccc(N)cc1 (configuration not stated) do in these assays?
D1 PAM: 6.6; D2 PAM: 4.5; TRHR PAM: 3.3; RXFP1 ag: 0.4%; D1 antag: -11.3; D2 ag: 0.4; D2 antagonist: -21.3; RXFP1 antagonist: 11.8; D1 agonist: 0.7

What do the screens show for `O=C(O)C1C2CCC(C2)C1C(=O)NCCc1ccccc1` (configuration not stated)?
D1 PAM: -4.7; D2 PAM: -13.5; TRHR PAM: -1.4; RXFP1 ag: 1.0%; D1 antag: -12.4; D2 ag: 35.7*; D2 antagonist: 9.8; RXFP1 antagonist: 6.6; D1 agonist: 1.4

How did COC(=O)NCC1(C)CC(NC(=O)OC)CC(C)(C)C1 (configuration not stated) do in these assays?
D1 PAM: 11.4; D2 PAM: -2.2; TRHR PAM: 10.6; RXFP1 ag: 0.0%; D1 antag: 22.9; D2 ag: -1.6; D2 antagonist: -0.3; RXFP1 antagonist: 3.0; D1 agonist: -0.1

What do the screens show for `COCCn1c(=O)[nH]c2cc(C(=O)NCCN3CCN(c4ccc(OC)cc4)CC3)ccc2c1=O`?
D1 PAM: 5.7; D2 PAM: 11.6; TRHR PAM: 3.4; RXFP1 ag: -2.0%; D1 antag: 5.1; D2 ag: 0.2; D2 antagonist: 3.9; RXFP1 antagonist: -6.3; D1 agonist: -1.7

What do the screens show for `Cc1ccc(CC(=O)O/N=C(\N)Cc2ccc([N+](=O)[O-])cc2)cc1`?
D1 PAM: -2.5; D2 PAM: -5.9; TRHR PAM: -1.1; RXFP1 ag: -0.7%; D1 antag: -3.2; D2 ag: -1.1; D2 antagonist: -16.0; RXFP1 antagonist: -5.9; D1 agonist: 5.6

Results for O=C(NC1CC1)c1ccc(-c2ccccc2)cc1 ?
D1 PAM: -4.1; D2 PAM: -1.3; TRHR PAM: -7.3; RXFP1 ag: -1.0%; D1 antag: 7.8; D2 ag: -7.6; D2 antagonist: -2.6; RXFP1 antagonist: -5.3; D1 agonist: 3.8

What do the screens show for `CCCc1cc(C(=O)N2CCC(N3CCC(C(=O)NC(C)C)CC3)CC2)n(C)n1`?
D1 PAM: -0.5; D2 PAM: 1.7; TRHR PAM: 2.3; RXFP1 ag: 1.5%; D1 antag: 3.2; D2 ag: 0.7; D2 antagonist: -3.4; RXFP1 antagonist: 0.0; D1 agonist: 4.2

Results for CCOC(=O)NS(=O)(=O)c1ccc(CCNC(=O)c2cc(C)on2)cc1 ?
D1 PAM: -1.6; D2 PAM: 7.9; TRHR PAM: -1.7; RXFP1 ag: -0.1%; D1 antag: -0.3; D2 ag: 1.9; D2 antagonist: -3.3; D1 agonist: 3.2

What do the screens show for `Cn1c(=O)c2cc(S(=O)(=O)Nc3cc(C(=O)O)cc(C(=O)O)c3)ccc2n(C)c1=O`?
D1 PAM: -0.8; D2 PAM: -6.6; TRHR PAM: 3.1; RXFP1 ag: 22.3%; D1 antag: 4.1; D2 ag: 0.5; D2 antagonist: 0.3; RXFP1 antagonist: 1.8; D1 agonist: 5.2

Results for O=C(NCc1ccco1)C1CC2CCC1C2 (configuration not stated) ?
D1 PAM: -1.9; D2 PAM: 1.0; TRHR PAM: -3.7; RXFP1 ag: 0.5%; D1 antag: 4.3; D2 ag: 0.1; D2 antagonist: 1.1; RXFP1 antagonist: 1.2; D1 agonist: 0.9

What do the screens show for `CCN(C(=O)c1cc2c(Cl)nc3ccc(C)cc3c2s1)c1cc(OC)ccc1OC`?
D1 PAM: -1.6; D2 PAM: 2.2; TRHR PAM: -4.6; RXFP1 ag: 0.6%; D1 antag: 11.8; D2 ag: 0.3; RXFP1 antagonist: -18.5; D1 agonist: 11.4

Results for CCOc1ccc2sc(NS(=O)(=O)c3ccc(N)cc3)nc2c1 ?
D1 PAM: -1.4; D2 PAM: 10.0; TRHR PAM: 3.5; RXFP1 ag: 2.8%; D1 antag: -16.1; D2 ag: 0.2; D2 antagonist: 8.6; RXFP1 antagonist: -23.0; D1 agonist: 2.8

Results for O=c1ccc2cc(S(=O)(=O)N3CCCC3)ccc2[nH]1 ?
D1 PAM: -1.6; D2 PAM: 14.4; TRHR PAM: 6.4; RXFP1 ag: 3.8%; D1 antag: -2.2; D2 ag: 1.0; D1 agonist: 0.2

Of the compounds above, these have a Cl atom:
How did Cc1c(NC(C)c2cc(Cl)ccc2O)c(=O)n(-c2ccccc2)n1C (configuration not stated) do in these assays?
D1 PAM: 0.8; D2 PAM: 4.2; TRHR PAM: -2.9; RXFP1 ag: 10.3%; D1 antag: -2.5; D2 ag: 0.4; D2 antagonist: 0.8; RXFP1 antagonist: 7.2; D1 agonist: 1.0

What do the screens show for `CCN(C(=O)c1cc2c(Cl)nc3ccc(C)cc3c2s1)c1cc(OC)ccc1OC`?
D1 PAM: -1.6; D2 PAM: 2.2; TRHR PAM: -4.6; RXFP1 ag: 0.6%; D1 antag: 11.8; D2 ag: 0.3; RXFP1 antagonist: -18.5; D1 agonist: 11.4
